Bioassay records as filed in PubChem.
Casp7 inh: allosteric or competitive inhibitors of human caspase-7; actives 0.02% (n = 75,000); recombinant caspase-7, Ac-DEVD-AFC fluorescence rate; P55210; Potency, µM (top dose mostly 57.5 µM), for the others: at the top dose activity change, negative = inhibition, most hits filed as inhibitors; AID 889; active means well fitted inhibition curve with a large enough effect in the main read-out, with a control signal flat, not every such curve was filed as active; inconclusive means small, poorly fitted or top-dose-only effect, or a change in a side signal; further: potency means the concentration at half of the fitted maximal effect; % of control where 0% means no effect
ERK AVP inh: inhibitors of vasopressin-stimulated ERK signaling pathway; actives 0.99% (n = 72,000); HEK293-V1b, vasopressin-stimulated pERK AlphaScreen; Potency, µM (doses to about 57.5 µM), inactives show top-dose activity, negative = inhibition, hits mostly inhibitors; further: potency means the concentration at half of the fitted maximal effect; on the % scale 0 is the no-effect control and ±100 the full control effect; nearly all actives have a fitted effect of over 55% in size
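Phosphorylated ERK1/2 detected via AlphaScreen bead proximity in lysates of V1b-expressing HEK293 cells given 25 nM vasopressin for 5 min after 30 min compound exposure (37 °C). AC50 from Hill equation; basal DMSO 0%, vasopressin 100%.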
FLuc inh: inhibitors of firefly luciferase; Potency, µM (titrated, usually from 57.1 µM), for the others: at the highest dose activity change, negative = inhibition, usual class: inhibitors; purified firefly luciferase, luminescence, 8 min; P08659; actives 2.2% (n = 72,000); AID 411; further: potency means the concentration at half of the fitted maximal effect; on the % scale 0 is the no-effect control and ±100 the full control effect; nearly all actives have a fitted effect of over 40% in size
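Titration-based qHTS; buffer 50 mM imidazole pH 7.2, 50 mM KCl, 7 mM MgCl2, 10 uM ATP, 0.01% Tween 20, 0.05% BSA; luciferase/luciferin detector mix added after compound; 8 min, ambient; luminescence.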
Caspase-1 inhib: blocks human caspase-1 allosterically or competitively; P29466; Caspase-1 enzyme, Ac-WEHD-AFC fluorogenic rate; Potency, µM (series often up to 57.5 µM), without a hit: top-dose activity change, negative = inhibition, usual class: inhibitors; actives 0.03% (n = 75,000); AID 900;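 further: potency means the concentration at half of the fitted maximal effect; plate controls were vehicle for no effect and no substrate for full effect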
4MU fluor: compounds fluorescent in 4-MU spectral region; compound autofluorescence, 340/450 nm, 4-MU equivalents; active compounds read high; actives 11% (n = 59,000); max dye-equivalent concentration, M; in the data active means max dye-equivalent concentration above about 10 nM; inconclusive means mostly about 1.1 nM to 9.6 nM
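Compounds in 100 mM Tris, pH 8.0, incubated 15 min at room temperature, then fluorescence read at 340 nm excitation/450 nm emission. Signal converted to 4-MU dye-equivalent concentration using an on-plate six-point 4-MU standard curve.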
Rhodamine autofl: rhodamine region autofluorescence. Rhodamine-region fluorescence, 547/598 nm, Tris buffer; active compounds read high. max dye-equivalent concentration, M. actives 0.05% (n = 59,000). AID 594; in the data active means max dye-equivalent concentration above about 11 nM; inconclusive means between about 1.1 nM and that limit
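Read-out is relative fluorescence at 547 nm excitation and 598 nm emission, expressed as dye-equivalent concentration using rhodamine standards on every plate. Each compound was profiled across a concentration series after 15 min in 100 mM Tris, pH 8.0.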
Texas Red fluor: compounds fluorescent in Texas Red spectral region; actives 0.06% (n = 59,000); max dye-equivalent concentration, M; Compound fluorescence, Texas Red channel, 547/618 nm; active compounds read high; in the data active means max dye-equivalent concentration above about 10 nM; inconclusive means between about 1.1 nM and that limit
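Dye-equivalent concentrations come from scaling compound signal (ex 547, em 618 nm) to six Texas Red standard concentrations run on every plate, after 15 min room-temperature incubation in pH 8.0 Tris (100 mM).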
HEK293 cAMP cs: parental HEK293 cAMP activation (counter-screen); Potency, µM (series often up to 57.1 µM), for inactives: at the top dose activation, usual class: activators; parental HEK293 CNG cAMP sensor, membrane potential fluorescence; actives 2.5% (n = 73,000); AID 938; further: potency means the concentration at half of the fitted maximal effect; % of control where 0% means no effect; nearly all actives have a fitted effect of over 55% in size
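Counterscreen for endogenous-receptor signalling: CNG-channel HEK 293 cells report cAMP rise by membrane depolarization. After 60 min dye equilibration with 100 uM RO 20-1724, compounds incubated 30 min before bottom-read fluorescence at 590 nm.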
Tau filament bind: binders of human tau filaments; actives 2% (n = 71,000); P10636; AID 596; recombinant tau filaments, thioflavin S fluorescence, 15 h; filaments grown with octadecylsulfate alongside compound; Potency, µM (highest dose often 57.1 µM), for inactives: at the highest dose activity change, negative = inhibition;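 further: potency means the concentration at half of the fitted maximal effect; on the % scale 0 is the no-effect control and ±100 the full control effect; actives lower thioflavin S fluorescence by blocking filaments or displacing dye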
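Tau 2 uM in ThS buffer dispensed; compound added; 60 uM ODS added (finals 1 uM tau, 30 uM ODS); 15 h 37 C; fluor ex450/em510.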
A350 fluor: compound fluoresces in the Alexa 350 spectral region; Compound autofluorescence, 340/450 nm, Alexa 350 dye-equivalents; active compounds read high; max dye-equivalent concentration, M; actives 11% (n = 59,000); in the data active means max dye-equivalent concentration above about 10 nM; inconclusive means mostly about 1.1 nM to 9.6 nM
Fluorescein autfl: compound autofluorescence in fluorescein spectral region; Compound autofluorescence, 480/540 nm, fluorescein-equivalent; active compounds read high; max fluorescein-equivalent concentration, M; actives 0.91% (n = 59,000); in the data active means max fluorescein-equivalent concentration above about 10 nM; inconclusive means between about 1.1 nM and that limit
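Compounds (23 nL) in 100 mM Tris pH 8.0, 15 min at room temperature, then fluorescence read at 480 nm excitation/540 nm emission. Signal converted to fluorescein-equivalent concentration from an on-plate fluorescein standard curve.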
Active calls of the source: *; i = inactive; u = inconclusive; x = no result given; [ ] = remark or other dose. Unless noted, the call rests on the fitted dose curve; in most records, active means well fitted curve in the direction sought with a large enough effect; inconclusive means small, poorly fitted or top-dose-only effect, or another doubt; inactive means no such curve, though single readings can be large; an effect the other way counts as inactive or inconclusive.

Compound	Casp7 inh	ERK AVP inh	FLuc inh	Caspase-1 inhib	4MU fluor	Rhodamine autofl	Texas Red fluor	HEK293 cAMP cs	Tau filament bind	A350 fluor	Fluorescein autfl
CCOc1ccc(C2C(C(=O)O)c3ccccc3C(=O)N2CCN2CCOCC2)cc1 (stereo not given)	0%	5%	3%	-1%	u	i	i	-1%	-37%	u	i
CC(=O)NC(Cc1ccc(F)cc1)C(=O)NC1CCN(c2nnnn2-c2ccccc2)CC1 (stereo not given)	7%	15%	2%	1%	i	i	i	-2%	-2%	u	u
COc1ccc(-n2nnnc2SCC(=O)c2ccc3c(c2)OCCO3)c(OC)c1	0%	-16%	1%	-2%	i	i	i	u	-7%	i	i
CCN(CC)c1ccc(NC(=O)c2cncc(Br)c2)cc1	3%	u	-25%	-2%	i	i	u	-31%[inhibitor]	20µM*	i	i
O=C(O)c1cc(-c2ccc(Cl)cc2)n[nH]1	-1%	7%	-7%	-17%	x	x	x	-3%	-6%	x	x
O=C(O)CCn1nnc(-c2cccs2)n1	4%	-6%	5%	-3%	i	i	i	4%	-6%	i	i
c1ccc(-c2cc(-c3nc(-c4ccccn4)no3)c3ccccc3n2)cc1	0%	u	-5%	-3%	x	x	x	7%	u	x	x
CN1CCN(C(c2cccnc2)c2ccc3cccnc3c2O)CC1 (stereo not given)	0%	u	3%	2%	i	i	i	-2%	-1%	i	i
Cc1ccc(C2=Nc3ccccc3S[C@@H](c3cccc([N+](=O)[O-])c3)C2)cc1	-5%[11.5 µM]	13%[11.5 µM]	-2%[11.4 µM]	1%[11.5 µM]	i	i	i	10%[11.4 µM]	-15%[11.4 µM]	i	i
CCC(NC(=O)NCc1ccc2c(c1)OCO2)(C(F)(F)F)C(F)(F)F	0%	-9%	2%	0%	i	i	i	12%	2%	i	i
CC(NS(C)(=O)=O)C(c1cccs1)N1CCN(C)CC1 (stereo not given)	-2%	0%	3%	4%	i	i	u	17%	5%	i	i
CC(C)(C)N(Cc1cc2ccccc2[nH]c1=O)C(=O)C1CCCCC1	-1%	-2%	0%	-1%	i	i	u	-3%	-10%	i	i
CCCc1cc(=O)[nH]c(SCc2ccccc2)n1	2%	-12%	3%	0%	i	i	i	5%	2%	i	u
COc1ccc(Cc2n[nH]c(=O)c3ccccc23)cc1OC	0%	8%	1%	0%	i	i	i	9%	-2%	i	i
CCC(=O)Nc1ccc(Cl)c(NC(=O)c2cccnc2)c1	0%	-3%	1%	0%	i	i	i	-58%[inhibitor]	1%	u	u
O=C(Nc1ccc(CN2CCOCC2)cc1)c1ccc(-c2ccc(Br)cc2)o1	0%	32µM*	-2%	-4%	i	i	i	25µM*	6%	i	i
CCOC(=O)c1c(C)oc2c1cc(O)c1ccccc12	0%	-16%	-27%	-2%	i	i	i	-9%	15%	i	i
O=C(OCCCc1ccncc1)c1ccc(S(=O)(=O)N2CCOCC2)cc1	1%	14%	7%	2%	i	i	u	-5%	-12%	i	i
CCOC(=O)C1=C(N)OC2=C(C(=O)CCC2)C1c1cccs1 (stereo not given)	-2%	12%	2%	0%	x	x	x	u	3%	x	x
CCCOC(=O)CSc1nc(N)c(C#N)c(CC)c1C#N	-2%	-12%	-1%	-2%	i	i	i	10%	21%	i	u
COc1ccc(OCc2nn3c(-c4ccccn4)nnc3s2)cc1	0%	-12%	0%	2%	i	i	u	6%	17%	i	i
NCc1ccccc1CC(=O)N[C@@H]1C(=O)N2C(C(=O)O)=C(CSc3nnnn3CC(=O)O)CS[C@@H]12	-10%[25.7 µM]	-8%[25.7 µM]	0%[25.5 µM]	-4%[25.7 µM]	u	i	i	7%[25.6 µM]	19%[25.6 µM]	u	u
Nc1nc2ccc(Oc3ccccc3)cc2s1	0%	-3%	u	0%	i	i	u	-8%	4%	i	i
CCn1c(SCC(=O)Nc2nnc(C)s2)nnc1-c1ccco1	0%	3%	-1%	2%	i	i	i	6%	4%	u	u
c1ccc(-c2nc(C3CCCCC3)no2)cc1	0%	-3%	-6%	0%	i	i	i	8%	1%	i	i
C=CCOC(=O)C1C(=O)CC(C)(O)C(C(=O)OCC=C)C1c1ccc(OCC)cc1 (stereo not given)	1%	-4%	2%	0%	i	i	i	u	-6%	i	i
Cc1oc2c(c1C(=O)NCc1cc(C(=O)O)co1)CCCC2	0%	-14%	0%	-1%	i	i	i	5%	2%	i	i
COCCCNC(=O)C1CC(=O)N(Cc2ccc(OC)cc2)C1 (stereo not given)	-8%	1%	0%	0%	i	i	i	3%	5%	i	i
Cc1cnc(C(=O)OCC(=O)NC2CCCCC2)cn1	-2%	4%	2%	-6%	i	i	i	-3%	-4%	i	u
CCOC(=O)N1CCC(NS(=O)(=O)c2ccc3c(c2)CCN3C(C)=O)CC1	1%	8%	0%	-1%	i	i	i	0%	-3%	i	i
CCN(C(=O)C1CCCCC1)c1nnc(-c2cccnc2)s1	0%	-24%	-1%	-2%	i	i	i	12%	4%	i	i
Cn1c(=O)c(-c2ccc(F)cc2)nc2cnc(Oc3ccccc3)nc21	-8%	8%	0%[11.4 µM]	-5%	i	i	i	u	9%	u	i
CC(=O)NC(C)C(=O)OCC(=O)c1ccc(Cl)s1 (stereo not given)	0%	-16%	6%	1%	i	i	i	14%	-6%	i	u
Cn1c(C(=O)N2CCCc3ccccc32)cc2sccc21	0%	3%	2%	-4%	i	i	i	u	15%	i	i
O=c1c2ccccc2nc(SCc2nnc(-c3ccccc3Br)o2)n1-c1ccccc1	-3%	2%	0%	-2%	i	i	u	u	12%	i	u
CO[C@H]1COC(=O)[C@H]2CCCN2C(=O)C/C=C\[C@@H](C)[C@H](OC)COC(=O)[C@@H](OCc2ccccc2)/C=C\[C@@H]1C	-1%[11.5 µM]	-15%[11.5 µM]	1%[11.4 µM]	1%[11.5 µM]	x	x	x	6%[11.4 µM]	x	x	x
CCOC(=O)C1CCCN(Cc2ccccc2C)C1 (stereo not given)	-2%	-8%	1%	-1%	i	i	u	12%	-5%	i	i
O=C(CN(C1CCCCC1)S(=O)(=O)c1ccccc1)NCc1cccnc1	-2%	22%	-2%	0%	i	i	i	5%	1%	i	i
CC(=O)N1CCc2cc(S(=O)(=O)NCCC(=O)NC3CCN(Cc4ccccc4)CC3)ccc21	0%	15%	2%	1%	i	i	u	0%	9%	i	i
CCOC(=O)c1sc(-c2ccc(OC)cc2)cc1N	-1%	2%	13µM*	0%	2.5e-08M*	i	i	2%	4%	2.3e-08M*	i
COc1ccc(CNC(=O)c2ccc(CN3CCOCC3)cc2)cc1	-1%	5%	-1%	0%	x	x	x	2%	-2%	x	x
Cc1ccc(S(=O)(=O)N2CCN(C(=O)CSc3nc4ccccc4c(=O)[nH]3)CC2)cc1	-1%	3%	2%	-1%	i	i	i	23%	0%	i	u
CC1(C)C2CC=C(/C=N/n3cnnc3)C1C2 (stereo not given)	1%	-8%	-8%	-3%	i	i	i	10%	-3%	i	i
O=S(=O)(c1ccc(-c2ccccc2)cc1)N1CCOCC1	-2%	12%	1%	-2%	i	i	i	19%	33%	i	i
CCC/C=C(\CCC)C(NC(=O)Oc1ccc(F)cc1)c1ccc(C(=O)OC)cc1 (stereo not given)	2%	3%	x	0%	x	x	x	u	1%	x	x
CN(C)CCN1C(=O)C(=O)/C(=C(/O)c2ccccc2)C1c1ccccc1F (stereo not given)	1%	2%	1%	3%	x	x	x	6%	-5%	x	x
CCCC(=O)NC(C)C(c1cccs1)N1CCN(c2ccccc2)CC1 (stereo not given)	0%	u	-4%	1%	i	i	i	23%	-14%	u	u
Cc1ccc(SCCC(=O)N2CCCC2)cc1	-1%	-10%	-1%	0%	i	i	i	8%	4%	i	i
O=C1C=C[C@@H](O)[C@H]2[C@@H]3C(=O)N(Cc4ccccc4)C(=O)[C@@H]3CC[C@H]12	1%[11.5 µM]	39%[activator][11.5 µM]	0%[11.4 µM]	1%[11.5 µM]	x	x	x	-2%[11.4 µM]	x	x	x

Among those listed so far, three contain bromine.
Compound	Casp7 inh	ERK AVP inh	FLuc inh	Caspase-1 inhib	4MU fluor	Rhodamine autofl	Texas Red fluor	HEK293 cAMP cs	Tau filament bind	A350 fluor	Fluorescein autfl
CCN(CC)c1ccc(NC(=O)c2cncc(Br)c2)cc1	3%	u	-25%	-2%	i	i	u	-31%[inhibitor]	20µM*	i	i
O=C(Nc1ccc(CN2CCOCC2)cc1)c1ccc(-c2ccc(Br)cc2)o1	0%	32µM*	-2%	-4%	i	i	i	25µM*	6%	i	i
O=c1c2ccccc2nc(SCc2nnc(-c3ccccc3Br)o2)n1-c1ccccc1	-3%	2%	0%	-2%	i	i	u	u	12%	i	u

Not all compounds are listed; rates above refer to the full screens.
